Screening data as filed in PubChem BioAssay.
RGS8-Gao – RGS8-Galphao binding modulators, primary screen, biochemical, multiplexed bead flow cytometry; Guanine nucleotide-binding protein G(o) subunit alpha (Homo sapiens), P09471; actives lie on both sides; response (percent of control binding), % at 10 µM; actives 0.34% (n = 220,000); in the data active means response below about 60% or above about 140%; inactive means in between;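 further: Galphao activated as the GDP aluminium fluoride complex binding bead-coupled RGS8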
Target sequence (P09471 whole entry, looked up): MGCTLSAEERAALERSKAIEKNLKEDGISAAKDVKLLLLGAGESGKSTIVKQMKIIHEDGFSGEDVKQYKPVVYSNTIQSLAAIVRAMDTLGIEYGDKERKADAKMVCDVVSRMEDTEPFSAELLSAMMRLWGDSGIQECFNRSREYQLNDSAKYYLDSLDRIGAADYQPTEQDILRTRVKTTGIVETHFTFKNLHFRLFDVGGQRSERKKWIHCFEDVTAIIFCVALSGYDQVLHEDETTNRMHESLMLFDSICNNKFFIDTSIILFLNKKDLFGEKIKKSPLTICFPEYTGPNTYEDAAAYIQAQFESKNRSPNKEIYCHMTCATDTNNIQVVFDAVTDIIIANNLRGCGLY
RGS4-Gao reg – modulators of RGS4 binding to Galphao, primary screen, biochemical, multiplexed bead flow cytometry; Guanine nucleotide-binding protein G(o) subunit alpha (Homo sapiens), P09471; actives lie on both sides; binding response (% of control), % at 10 µM; actives 0.33% (n = 220,000); in the data active means binding response below about 49% or above about 150%; inactive means in between;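 further: fluorescent Galphao activated with aluminum fluoride binding bead-coupled RGS4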
RGS7-Gao – RGS7-Galphao binding modulators, primary screen, biochemical, multiplexed bead flow cytometry; actives lie on both sides; binding response (% of control), % at 10 µM; actives 0.35% (n = 220,000); AID 1439, 2008; in the data active means binding response below about 49% or above about 150%; inconclusive means no clear call, values can overlap the other calls; inactive means in between;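 further: fluorescent Galphao held in activated GDP-AlF4 state binding bead-coupled RGS7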
Bim-Bcl-XL – inhibitors of Bim-Bcl-XL binding, primary screen, biochemical, multiplexed, bead flow cytometry, human Bcl-XL; Bcl-2-like protein 1 (Homo sapiens), Q07817; actives 0.04% (n = 190,000); AID 1007, 2008; Bim peptide-Bcl-XL binding, fluorescence; inhibition, % at 10 µM
Target sequence (Q07817 whole entry, looked up): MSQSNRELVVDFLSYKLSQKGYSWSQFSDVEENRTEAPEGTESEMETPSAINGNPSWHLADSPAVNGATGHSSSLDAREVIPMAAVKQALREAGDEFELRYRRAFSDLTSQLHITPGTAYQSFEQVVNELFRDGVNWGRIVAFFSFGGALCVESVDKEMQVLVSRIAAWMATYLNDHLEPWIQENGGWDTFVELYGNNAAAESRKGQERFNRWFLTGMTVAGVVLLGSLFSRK
GSH bead fluor – compound fluorescence on glutathione beads, profiling panel, artefact control, biophysical, 488/530 nm, flow cytometry | GSH beads flow cytometry, compound fluorescence 488/530 nm; active compounds read high | fluorescence (KMESF) at 10 µM | actives 0.25% (n = 190,000) | AID 1776, 2009; in the data active means fluorescence above about 89;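 further: glutathione beads carrying GST-tagged Bcl family fusion proteins plus one bare bead set; values are compound well signal with DMSO vehicle wells as background; inactives centre near 16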
Mcl1 Bid PPI – Mcl-1/Bid binding inhibitors, primary screen, biochemical, TR-FRET, 1536-well; Induced myeloid leukemia cell differentiation protein Mcl-1 (Homo sapiens), Q07820; actives 0.97% (n = 220,000); TR-FRET Mcl-1/Bid-Dy647 peptide binding; inhibition, % at 21.7 µM; AID 1021, 2008;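 active means compounds that cut the binding signal by more than half at the single screening dose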;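 further: His-tagged Mcl-1 with europium anti-His antibody binding Bid BH3 peptide; 0% = Mcl-1 plus peptide wells and 100% = peptide-only wells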
Bim-Bcl-B – inhibitors of Bim-Bcl-B binding, primary screen, biochemical, multiplexed, human Bcl-2 family. Bcl-2-like protein 10 (Homo sapiens), Q9HD36. bead-based flow cytometry, Bim peptide-Bcl-B binding. inhibition, % at 10 µM. actives 0.073% (n = 190,000). AID 951, 2007;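 further: 0% = tracer peptide without compound and 100% = reference inhibitor peptide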
Bcl-W Bim block – inhibitors of Bim binding to Bcl-W, primary screen, biochemical, multiplexed, bead-based flow cytometry; Bcl-2-like protein 2 (Homo sapiens), Q92843; Bim peptide-Bcl-W binding; inhibition, % at 10 µM; actives 0.02% (n = 190,000); AID 952, 2007;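 further: 0% = bound tracer without compound and 100% = peptide blocker; higher means less fluorescent Bim peptide bound to Bcl-W beads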
Target sequence (Q92843 whole entry, looked up): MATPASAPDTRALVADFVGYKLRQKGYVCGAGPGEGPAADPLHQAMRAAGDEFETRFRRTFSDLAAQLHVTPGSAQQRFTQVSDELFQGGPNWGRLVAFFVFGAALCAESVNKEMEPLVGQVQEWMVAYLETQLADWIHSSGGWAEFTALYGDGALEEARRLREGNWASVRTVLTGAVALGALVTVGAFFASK
Bim-Mcl-1 – inhibitors of Bim peptide binding to Mcl-1, primary screen, biochemical, bead-based flow cytometry, multiplex; AID 1009, 2008; Bim peptide-Mcl-1 binding; actives 0.1% (n = 190,000); inhibition, % at 10 µM; Induced myeloid leukemia cell differentiation protein Mcl-1 (Homo sapiens), Q07820;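 further: 0% = no compound tracer wells and 100% = peptide blocker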
Bim-Bfl-1 – inhibitors of Bim binding to Bfl-1, primary screen, biochemical, multiplexed, bead-based flow cytometry; Bcl-2-related protein A1 (Homo sapiens), Q16548; inhibition, % at 10 µM; Bim-Bfl-1 binding inhibition; AID 1008, 2008; actives 0.12% (n = 190,000);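 further: 0% = wells without compound plus tracer and 100% = blocker peptide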
Bcl-2 Bim block – inhibitors of Bim-Bcl-2 binding, primary screen, biochemical, multiplexed, human Bcl-2 family. Apoptosis regulator Bcl-2 (Homo sapiens), P10415. Bead-based flow cytometry, Bim peptide-Bcl-2 binding. inhibition, % at 10 µM. actives 0.06% (n = 190,000). AID 950, 2007; in the data active means inhibition above about 40%; inconclusive means no clear call, values can overlap the other calls;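 further: 0% = no compound wells with probe peptide and 100% = reference peptide inhibitor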
Target sequence (P10415 whole entry, looked up): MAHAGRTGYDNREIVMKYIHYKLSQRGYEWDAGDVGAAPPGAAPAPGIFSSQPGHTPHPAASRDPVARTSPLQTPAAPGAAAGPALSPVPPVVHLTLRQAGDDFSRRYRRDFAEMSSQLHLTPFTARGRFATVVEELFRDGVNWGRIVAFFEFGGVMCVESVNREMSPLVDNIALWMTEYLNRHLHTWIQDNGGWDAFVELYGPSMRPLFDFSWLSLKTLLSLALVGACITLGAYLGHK
Active calls of the source: *; ? = inconclusive. Unless noted, no stated cut-off is given here; in the data, active means inhibition above about 40%.

| molecule | RGS8-Gao | RGS4-Gao reg | RGS7-Gao | Bim-Bcl-XL | GSH bead fluor | Mcl1 Bid PPI | Bim-Bcl-B | Bcl-W Bim block | Bim-Mcl-1 | Bim-Bfl-1 | Bcl-2 Bim block |
| --- | --- | --- | --- | --- | --- | --- | --- | --- | --- | --- | --- |
| CCC(=O)c1ccc(OCC(=O)O)c(OC)c1 | 102 | 104 | ? | -7 | 16 | -15 | -8 | -3 | -6 | -7 | -10 |
| N/C(COc1cccc(Cl)c1)=N\NS(=O)(=O)c1ccccc1 | 99 | 98 | 94 | 2 | 47 | -17 | -11 | 3 | -5 | -7 | -7 |
| CN1CCN(c2ncccc2S(=O)(=O)N2CCCCC2)CC1 | 102 | 102 | 104 | -3 | 16 | -4 | -1 | -2 | 0 | -1 | -3 |
| CCOc1cc(CNc2cccc3ccccc23)cc(Br)c1OCC(=O)NC(C)(C)C | 97 | 99 | 100 | -2 | 34 | -11 | -4 | -2 | -4 | -4 | -4 |
| Cn1c(C(C#N)C(=O)Cc2cccc3ccccc23)nc2ccccc21 (stereo not drawn) | 102 | 102 | 97 | -9 | 12 | 2 | -13 | 0 | -3 | -14 | -11 |
| CC(=O)Oc1ccc(-c2csnn2)cc1 | 99 | 100 | 98 | -1 | 13 | -2 | 0 | -2 | 0 | 0 | 1 |
| Cc1cc(C)cc(C(=O)Nc2ccc(NC(=O)Cc3ccccc3)cc2)c1 | 99 | 96 | 98 | -1 | 12 | -46 | -2 | -3 | 1 | -6 | -1 |
| CCCCCNCc1ccc(OCc2ccc(Cl)nc2)c(OC)c1 | 132 | 116 | 125 | -1 | 10 | 4 | -3 | 0 | 0 | 0 | 2 |
| COc1ccc(-c2c[n+]3c4n2CCCCC4=C(c2ccc(Br)cc2)C3)cc1 | 101 | 115 | 120 | 5 | 20 | -2 | 10 | 2 | 0 | 5 | 6 |
| CCn1nc(C)c(CN2CCN(Cc3cccc(OC)c3)C(CCO)C2)c1C (stereo not drawn) | 105 | 101 | 103 | 0 | 18 | -33 | -6 | 0 | 0 | -7 | 1 |
| Nc1nc(SCC(=O)NC2CCCCC2)[nH]c(=O)c1-c1ccccc1 | 101 | 97 | 99 | -5 | 55 | -39 | -3 | 4 | 0 | -12 | -6 |
| O=c1c2ccccc2nnn1CSc1nnc(Nc2ccccc2)s1 | 100 | 98 | 100 | -13 | 31 | -11 | -2 | 5 | 18 | -7 | -6 |
| COc1ccc(C2=NN(C(=O)c3cccc([N+](=O)[O-])c3)C(c3cccc([N+](=O)[O-])c3)C2)cc1 (stereo not drawn) | 100 | 98 | 100 | -13 | 34 | -16 | -14 | -2 | -8 | -17 | -9 |
| COc1ccc(NC(=O)C(c2cc3c(cc2[N+](=O)[O-])OCO3)N(C)c2ccccc2)cc1 (stereo not drawn) | 106 | 102 | 101 | -8 | 8 | -73 | -5 | -1 | -5 | 4 | 0 |
| COc1ccc(NC(C)=O)cc1NC(=O)CSc1nnc(-c2ccccc2)n1N | 100 | 95 | 98 | -2 | 16 | 1 | -3 | -3 | 0 | -3 | -1 |
| COC(=O)Oc1c(Br)c(=O)oc2ccccc12 | 101 | 103 | 102 | -3 | 24 | -14 | -3 | 0 | 0 | -8 | -9 |
| O=C1c2ccc(Oc3cccc([N+](=O)[O-])c3)cc2C(=O)N1c1ccccn1 | 101 | 99 | 98 | -3 | 26 | -6 | -4 | 0 | -3 | -2 | 0 |
| N#CC1=C(SCC(=O)NC2CC2)NC(=O)C(C#N)C12CCCCC2 (stereo not drawn) | 92 | 85 | 98 | -4 | 27 | -39 | -6 | -1 | -1 | -19 | -10 |
| CN(C(=O)CSc1nnc(Cc2ccccc2F)n1N)C1CCS(=O)(=O)C1 (stereo not drawn) | 105 | 106 | 108 | -4 | 5 | -13 | -3 | -2 | 3 | -10 | -2 |
| COc1ccc2nc(NC(=O)Cn3cnc4c(=O)n(C)c(=O)n(C)c43)sc2c1 | 89 | 86 | 97 | -9 | 36 | -2 | -12 | -8 | -7 | -14 | -11 |
| COc1ccc(C(=O)NC(=S)Nc2cccc(S(=O)(=O)N3CCOCC3)c2)cc1 | 101 | 104 | 101 | -12 | 29 | -22 | -12 | -4 | -2 | -8 | -6 |
| Cc1ccc(C(=O)Cn2nnc(-c3ccccc3-n3cnnn3)n2)cc1 | 99 | 97 | 96 | -7 | 8 | -24 | -8 | -4 | -3 | -4 | -4 |
| Nc1ccc(Br)c2cccnc12 | 98 | 97 | 95 | -1 | 18 | -33 | -3 | 3 | 2 | -1 | 0 |
| COc1cc(C)nc2nc(SCc3ccccc3)nn12 | 98 | 101 | 103 | -10 | 47 | -38 | -8 | -2 | 0 | -11 | -10 |
| CC(CN1c2ccccc2Sc2ccccc21)N(C)C (stereo not drawn) | 119 | 109 | 105 | -4 | 20 | -20 | -3 | -2 | -1 | 2 | 1 |
| C#CCN1C(=O)C(O)(CC(=O)/C=C/c2ccco2)c2ccccc21 (stereo not drawn) | 104 | 103 | 103 | -1 | 12 | -31 | -2 | 0 | 0 | 2 | 1 |
| Cc1cc(NC(=O)c2cnn3cccnc23)n(-c2ccccc2)n1 | 91 | 94 | 92 | -5 | 22 | 0 | 1 | -2 | -6 | -1 | -1 |
| C=CCc1cc(/C=N\NC(=O)CSc2nnc(CCCc3ccc(OC)c(C)c3)o2)cc(OC)c1O | 99 | 100 | 102 | -8 | 22 | -29 | -6 | -2 | -7 | -12 | -10 |
| COc1ccc(/C=C/C(=O)c2ccc(O)cc2)cc1 | 101 | 99 | 99 | 0 | 19 | -12 | -3 | -2 | -1 | -8 | 0 |
| Cc1ccc(NC(=S)NNC(=S)NCc2ccccc2)cc1 | 97 | 99 | 100 | -2 | 24 | -50 | -11 | 0 | -6 | -1 | -3 |
| CNC(=O)CSc1nnc(-c2ccc3c(c2)OCO3)n1C | 100 | 101 | 100 | 0 | 12 | -9 | -3 | 0 | -1 | -3 | -4 |
| CC1=C(C(=O)Nc2ccccc2)C(c2ccco2)n2ncnc2N1 (stereo not drawn) | 101 | 99 | 101 | -7 | 31 | -3 | -9 | -1 | -3 | -17 | -7 |

Part of the list above, with values under each structure:
Sequence of screens: RGS8-Gao, RGS4-Gao reg, RGS7-Gao, Bim-Bcl-XL, GSH bead fluor, Mcl1 Bid PPI, Bim-Bcl-B, Bcl-W Bim block, Bim-Mcl-1, Bim-Bfl-1, Bcl-2 Bim block
- CCOc1cc(CNc2cccc3ccccc23)cc(Br)c1OCC(=O)NC(C)(C)C
  97, 99, 100, -2, 34, -11, -4, -2, -4, -4, -4
- Cc1cc(NC(=O)c2cnn3cccnc23)n(-c2ccccc2)n1
  91, 94, 92, -5, 22, 0, 1, -2, -6, -1, -1

The list goes on.
| molecule | RGS8-Gao | RGS4-Gao reg | RGS7-Gao | Bim-Bcl-XL | GSH bead fluor | Mcl1 Bid PPI | Bim-Bcl-B | Bcl-W Bim block | Bim-Mcl-1 | Bim-Bfl-1 | Bcl-2 Bim block |
| --- | --- | --- | --- | --- | --- | --- | --- | --- | --- | --- | --- |
| C=CCNC(=O)C1CC(=O)N(c2ccc(OCC(=O)Nc3ccc(OC)cc3)cc2)C1 (stereo not drawn) | 100 | 98 | 98 | -4 | 31 | -8 | -4 | -4 | -1 | -1 | -1 |
| CCCOC(=O)c1ccc(NC(=O)CCOc2ccccc2)cc1 | 99 | 105 | 99 | -2 | 10 | -31 | -3 | 3 | 3 | -8 | -3 |
| Cc1cc(-c2ccccc2)c(C#N)c(=S)[nH]1 | 98 | 107 | 109 | -5 | 12 | -40 | -36 | -7 | -7 | 7 | -3 |
| O=C(CN1C(=O)CC(c2ccccc2)=Nc2ccccc21)NCc1ccccc1 | 105 | 101 | 103 | 3 | 17 | -5 | 3 | 1 | 1 | 0 | -1 |
| COc1ccc(CCNC(=O)C(C)OC(=O)c2ccco2)cc1OC (stereo not drawn) | 103 | 110 | 106 | 0 | 9 | -23 | 0 | 0 | 2 | -1 | 0 |
| COc1ccc(-c2cc(C(=O)OC3CCOC3=O)c3ccccc3n2)cc1 (stereo not drawn) | 96 | 102 | 99 | -4 | 16 | 2 | -6 | -1 | -3 | 0 | -4 |
| COc1ccc2c(c1)C(=O)CC(c1ccccc1F)O2 (stereo not drawn) | 91 | 82 | 96 | 0 | 10 | 7 | -2 | 5 | 2 | -7 | 0 |
| COc1ccc(NS(=O)(=O)c2ccc(O)c(C(=O)OCC(=O)N3CC(C)OC(C)C3)c2)cc1 (stereo not drawn) | 98 | 101 | 95 | 0 | 39 | -11 | 2 | -3 | -3 | 2 | 1 |
| O=C(NCCc1csc(-c2cccnc2)n1)c1cccs1 | 106 | 102 | 101 | -5 | 15 | 86* | -9 | -3 | -2 | -7 | -6 |
| CCOCCCNC(=O)c1ccc(Cn2c(=S)[nH]c3c([nH]c4ccc(OC)cc43)c2=O)cc1 | 99 | 101 | 107 | 2 | 9 | -27 | -24 | 5 | 3 | 8 | 3 |
| Cc1nc2c(=O)n(C)c(=O)[nH]c2n1Cc1ccccc1 | 100 | 100 | 101 | -2 | 16 | -19 | -3 | -3 | -1 | -1 | -3 |
| COc1ccc(NC(=S)N(Cc2ccc(C(=O)O)cc2)Cc2ccc(OC)c(OC)c2)cc1 | 100 | 99 | 99 | -4 | 18 | -21 | -16 | -9 | -7 | 0 | -8 |
| Cc1ccc(Nc2nnc(SCc3cc(=O)n4cc(C)ccc4n3)s2)cc1 | 100 | 98 | 89 | 23 | 5 | -13 | 14 | 15 | 17 | 19 | 21 |
| Cc1ccc(NC(=O)CN(C)S(=O)(=O)c2cccc3nsnc23)cc1 | 100 | 94 | 93 | -1 | 30 | -2 | 0 | 0 | 3 | -3 | 1 |
| CCN=c1scc(C)n1/N=C/c1ccc(O)c(O)c1O | 59* | 80 | 65 | 8 | 26 | -28 | -2 | 21 | 7 | 51* | 19 |
| COc1ccc(C(=O)N/N=C(/C)c2cccc(NC(=O)C(F)(F)F)c2)cc1 | 95 | 92 | 89 | 1 | 6 | -23 | 1 | -1 | 0 | 0 | 3 |
| Cc1cccc(Cc2cnc(N3C(=N)SC(c4ccccc4)C3=O)s2)c1 (stereo not drawn) | 102 | 103 | 98 | -4 | 5 | -64 | -2 | -2 | 0 | -2 | 0 |
| CCCCCOc1ccc(C(=O)NC(CCC)C(=O)O)cc1 (stereo not drawn) | 102 | 103 | 99 | -5 | 6 | -3 | -5 | 3 | 2 | -11 | -5 |
| Cn1c(NC(=O)c2ccc(Cl)s2)cc(=O)n(C)c1=O | 104 | 104 | 106 | -6 | 15 | -8 | -8 | -4 | -5 | -1 | -1 |
| Cc1ccc(-c2cc(C(=O)Nc3ccc(S(=O)(=O)Nc4nccs4)cc3)c3ccccc3n2)c(C)c1 | 98 | 101 | 112 | -10 | 12 | 19 | -22 | 0 | -6 | 1 | -6 |
